# HIF activator = HIF pathway transcriptional activation | activation, % at 7.5 µM (by protocol) | U2OS HRE-luciferase reporter, luminescence; normalized: DMSO 0%, desferrioxamine 100% | 300,000 tested, 0.32% active;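 active means mean activation of at least 10% of the iron chelator positive control signal, with at least half of replicates also reaching 10%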
# MrgX1 antagonist = antagonists of human MrgX1 receptor. 310,000 tested, 1.3% active. MRGX1-HEK293 calcium flux, Fluo-4, BAM8-22 antagonism; hits give low values. B-score at 10 µM. Q96LB2. AID 588676;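 active means calcium-response B-score plate-corrected more than 3 library SD below zero, starting fluorescence within 5 deviations, no agonist response on first addition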;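 further: peak minus trough fluorescence over baseline after final BAM8-22 challenge near maximal dose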
# Target sequence (Q96LB2 whole entry, looked up): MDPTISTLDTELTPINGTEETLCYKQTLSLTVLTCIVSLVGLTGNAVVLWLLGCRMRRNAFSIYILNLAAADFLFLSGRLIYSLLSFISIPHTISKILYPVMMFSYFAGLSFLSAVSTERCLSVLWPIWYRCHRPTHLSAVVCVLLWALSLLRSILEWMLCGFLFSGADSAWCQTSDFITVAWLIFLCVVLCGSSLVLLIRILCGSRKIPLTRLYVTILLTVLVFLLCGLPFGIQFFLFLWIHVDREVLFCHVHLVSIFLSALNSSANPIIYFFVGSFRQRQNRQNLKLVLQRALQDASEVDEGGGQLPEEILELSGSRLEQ
# TRPC4 agonist = opens the mouse TRPC4 cation channel. Q9QUQ5. HEK293 TRPC4beta/mu-opioid, Fluo4 calcium fluorescence; hits give high values. B-score at 10 µM. 310,000 tested, 0.49% active;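 active means B-score above 5 SD of library B-scores, and initial fluorescence ratio not above library mean plus 5 SD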;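 further: positive B-score marks a calcium rise read as TRPC4 activation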
#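 Assay system – TRPC4beta and mu-opioid receptor HEK293 stable cells · Measured by – Fluo4 fluorescence, kinetic · Schedule – dye loading 45 min room temperature, 110 s kinetic read · Read-out – B-scored integrated calcium fluorescence ratio · Controls – buffer and maximal DAMGO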
# TRPC4 PAM = allosterically enhances the mouse TRPC4 cation channel; Q9QUQ5; HEK293 TRPC4beta/mu-opioid, DAMGO EC20, Fluo-4 Ca2+ flux; hits give high values; B-score at 10 µM; 310,000 tested, 0.42% active; AID 2227;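 active means B-score of calcium response area above 5 SD of library B-scores, with initial fluorescence ratio within 5 SD of library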;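 further: B-score of integrated fluorescence ratio over time as area under calcium response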
# AI-2 QS modul = Vibrio harveyi AI-2 quorum sensing modulation; Vibrio harveyi JMH597 AI-2 luminescence/OD600 ratio, 9 h; hits give low values; strain lacks LuxN and CqsS sensors; 0 = neutral-control median; activity change, % at 7.5 µM; 300,000 tested, 0.4% active; in the data active means activity change below about -75%, passing the limit was not always enough;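 further: luminescence divided by OD600 gain over 9 h not by final OD600 alone; inactives centre near 13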
# TRPC4 inh = TRPC4 (mouse) channel inhibition. 300,000 tested, 0.39% active. HEK293 TRPC4beta/mu-opioid, DAMGO-evoked Fluo4 calcium flux; hits give low values. B-score at 10 µM;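 active means B-score over 3 SD under the library average, no early fluorescence shift, positive overall ratio signal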
#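 Assay system – HEK293 line stably carrying TRPC4beta and mu-opioid receptor · Doses – single dose · Detection – Fluo4 calcium-dye fluorescence, kinetic read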
# MrgX1 PAM = allosterically activates human MrgX1 receptor signaling | Q96LB2 | MrgX1-HEK293, Fluo-4 calcium flux, FDSS; hits give high values | B-score at 10 µM | 310,000 tested, 0.63% active | AID 588675;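 active means plate-corrected calcium response at least 3 library SD above typical, normal starting fluorescence, not activating the receptor alone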;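 further: compound read alongside a low EC10 to EC30 dose of BAM8-22 agonist; peak minus trough fluorescence over baseline measured at the second addition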
# MrgX1 agonist = agonists of human MrgX1 receptor; B-score at 10 µM; AID 588627; 310,000 tested, 0.44% active; MrgX1-HEK293 cells, Fluo-4 calcium fluorescence, agonist mode; hits give high values; Q96LB2;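 active means calcium response B-score plate-corrected fluorescence ratio at least 3 library SD, with starting fluorescence B-score inside 5 SD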
#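 Material – MrgX1-expressing HEK293 cells · Input – 15,000 cells seeded per well · Dosing – compound as first of three additions · Times – overnight seeding, then 1 h dark dye loading · Measured by – kinetic Fluo-4 NW fluorescence of intracellular calcium · Read-out – B-scored fluorescence response ratio · Benchmarks – positive and negative control wells on each plate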
# TRPC6 activator = activators of mouse TRPC6 channel; AID 2550; HEK293-TRPC6 membrane potential dye fluorescence; hits give high values; 310,000 tested, 0.13% active; B-score at 10 µM; Q61143;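 active means B-score of the integrated fluorescence ratio above library mean plus 3 SD, and starting fluorescence ratio within library mean plus 5 SD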;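 further: higher score means more depolarization so channel activation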
# PolyA inhibitor = yeast polyadenylation inhibition | S. cerevisiae SKY197-pL101 polyadenylation reporter, beta-gal luminescence; efflux-impaired pdr1/pdr3 knockout yeast; score 100 = 6 SD above DMSO | 300,000 tested, 0.02% active | calls only at 12 µM;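 active means lowest replicate activity score at least 50, where 100 means six control SD above control mean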;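 further: yeast exposed to compound for 9 h at 30 °C; higher score means more reporter readthrough which indicates perturbed polyadenylation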
# TRPC6 inh = mouse TRPC6 channel inhibition. B-score at 10 µM. Q61143. HEK293-TRPC6, membrane potential dye, ACh-evoked depolarization; hits give low values. 310,000 tested, 1.1% active;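 active means B-score under library mean minus 3 SD, initial fluorescence not abnormally high, positive integrated signal ratio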;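 further: B-score derived from integrated fluorescence ratio over the kinetic read; more negative B-score means stronger inhibition of depolarization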
# Active calls of the source: *; i = inactive; & = joins results of further samples.
SMILES,HIF activator,MrgX1 antagonist,TRPC4 agonist,TRPC4 PAM,AI-2 QS modul,TRPC4 inh,MrgX1 PAM,MrgX1 agonist,TRPC6 activator,PolyA inhibitor,TRPC6 inh
Cc1cc(C)c(NC(=O)CNC(=O)COC(=O)/C=C/c2cccs2)c(C)c1,0.1,i,i,i,4.6,i,i,i,i,i,i
Cc1cc(C)c2oc(=O)cc(CN3CCCCC3)c2c1,-1.2,i,i,i,12.5,i,i,i,i,i,i
CN(C)C(=O)c1cc(C(=O)c2ccccc2C(F)(F)F)c[nH]1,0.4,i,i,i,22.1,i,i,i,i,i,i
C/C(=N\O)C(C)(C)Nc1ccccc1F,-0.1,i,i,i,15.6,i,i,i,i,i,i
COc1ccccc1NC(=O)Cc1csc(NC(=O)c2ccccc2)n1,0.2,i,i,i,4.4,i,i,i,i,i,i
NC(=S)Nc1cc(Cl)ccc1Cl,-0.4,i,i,i,1.0,i,i,i,i,i,i
CCCN1CCC(NC(=O)Nc2ccc([N+](=O)[O-])cc2)CC1,-0.1,i,i,i,41.2,i,i,i,i,i,i
Cc1cc2cc(CN(Cc3ccc4c(c3)OCO4)C(=O)c3cnccn3)c3nnnn3c2cc1C,-0.6,i,i,i,22.4,i,i,i,i,i,i
O=C(Cn1nc(C(F)F)cc1C(F)F)NNC(=S)Nc1ccc([N+](=O)[O-])cc1,-0.2,i,i,i,15.8,i,i,i,i,i,i
O=C1OC(c2ccccc2)=C/C1=C/c1cccs1,0.3,i,i,i,15.2,i,i,i,i,i,i
CCc1ccc(C2C(C#N)=C(N)N(N3CCOCC3)C3=C2C(=O)CC(C)(C)C3)s1 (configuration not stated),-0.2,i,i,i,17.4,i,i,i,i,i,i
CCN(CC)CCN(C(=O)c1ccc2ncsc2c1)c1nc2cc3c(cc2s1)OCO3,1.2,i,i,i,15.7,i,i,i,i,i,i
COc1cc2ccccc2cc1C(=O)N1CCN(C(C)=O)CC1,-0.3,i,i,i,41.0,i,i,i,i,i,i
Cn1c(-c2cccs2)[n+](C)c2ccccc21,-0.5,i,i,i,18.3,i,i,i,i,i,i
CCCC(=O)Nc1nnc(CC(=O)N2CCCC2)s1,0.2,i,i,i,-1.5,i,i,i,i,i,i

# The closing two entries of the part before open the next one.
SMILES,HIF activator,MrgX1 antagonist,TRPC4 agonist,TRPC4 PAM,AI-2 QS modul,TRPC4 inh,MrgX1 PAM,MrgX1 agonist,TRPC6 activator,PolyA inhibitor,TRPC6 inh
Cn1c(-c2cccs2)[n+](C)c2ccccc21,-0.5,i,i,i,18.3,i,i,i,i,i,i
CCCC(=O)Nc1nnc(CC(=O)N2CCCC2)s1,0.2,i,i,i,-1.5,i,i,i,i,i,i
CCOC(=O)C(C)Sc1ncc(-c2ccccc2)cn1 (configuration not stated),0.7,i,i,i,13.0,i,i,i,i,i,i
CCNNC(=O)C(O)(c1cccc(C)c1)c1cccc(C)c1,0.2,i,i,i,23.6,i,i,i,i,i,i
CC1=CC(C)=Nc2ccc(C)cc2N1,1.8&2.8,i,i,i,24.2&12.6,i,i,i,i,i,i
CCN=c1scc(-c2ccc3c(c2)NC(=O)CO3)n1N=C1CCCC1,0.1,i,i,i,13.4,i,i,i,i,i,i
O=C(COc1cccc2ccccc12)NNC(=O)c1cnccn1,-0.7,i,i,i,45.2,i,i,i,i,i,i
CCN(CC)c1ccc2cc(-c3nc4ccccc4n3C)c(=O)oc2c1,3.6,i,i,i,24.1,i,i,i,i,i,i
OC(CNCc1ccccc1)(c1ccccc1)c1ccccc1,1.2,i,i,i,18.7,i,i,i,i,i,i
O=C(CC1CCCCC1)NCc1ccccc1,1.4,i,i,i,-3.5,i,i,i,i,i,i
CCOc1ccc(S(=O)(=O)N2CCCC(C(=O)NCc3cccnc3)C2)cc1 (configuration not stated),0.8,i,i,i,2.3,i,i,i,i,i,i
COc1ccc(OC)c(N(CC(=O)Nc2cccnc2)S(=O)(=O)c2ccc(OC)c(OC)c2)c1,0.4,i,i,i,10.4,i,i,i,i,i,i
CCCCS(=O)CC(COC)OC(=O)c1ccccc1 (configuration not stated),0.1,i,i,i,17.0,i,i,i,i,i,i
CCOc1ccc(NC(=O)c2sc(NC(C)=O)c(C(=O)OC)c2C)cc1,0.9,i,i,i,5.6,i,i,i,i,i,i
O=C(Nc1cccc(S(=O)(=O)N2CCCCCC2)c1)C1=COCCO1,1.3,i,i,i,6.8,i,i,i,i,i,i
COc1ccc(NS(=O)(=O)c2csc(C(=O)N3CCCC3)c2)cc1,-0.3,i,i,i,25.2,i,i,i,i,i,i
CC(=O)NS(=O)(=O)c1ccc(NC(=O)c2cc3c(=O)n4ccccc4nc3s2)cc1,0.2,i,i,i,4.6,i,i,i,i,i,-7.92*
Cc1ccccc1C(=O)c1cccn1CC(=O)NC1CCCC(C)C1C (configuration not stated),-0.3,i,i,i,-4.7,i,i,i,i,i,i
COc1ccc(-n2nc(C(=O)NCC(=O)N3CCN(C)CC3)c3ccccc3c2=O)cc1OC,-4.4,i,i,i,13.7,i,i,i,i,i,i
O=C(Nc1cccc(-c2cn3ccccc3n2)c1)c1ccccc1,3.1,i,i,i,7.9,i,6.78*,i,i,i,i
O=C1CC(N2CCC(c3nc4ccccc4o3)CC2)C(=O)N1c1ccc(Cl)c(C(F)(F)F)c1 (configuration not stated),0.0,i,i,i,11.2,i,i,i,i,i,i
CC(=O)c1ccc(N(C(=O)c2ccco2)C(C(=O)NC2CCCC2)c2ccc(N3CCOCC3)cc2)cc1 (configuration not stated),0.1,i,i,i,13.3,i,i,i,i,i,i
O=c1[nH]c2ccccc2c(=O)n1Cc1ccco1,-34.4,i,i,i,-23.6,i,i,i,i,i,i
O=C(C1CC1)N1N=C(c2cccc(Br)c2)CC1(O)C(F)(F)F (configuration not stated),0.2,i,i,i,-23.3,i,i,i,i,i,i
Cc1ccc(Cn2cnc3sc4c(c3c2=O)CCC4)c(C)c1,0.4,i,i,i,12.9,i,i,i,i,i,i
CC1CCCN(C(=O)c2ccc(NS(=O)(=O)c3cccc([N+](=O)[O-])c3)cc2)C1 (configuration not stated),-0.3,i,i,i,11.2,i,i,i,i,i,i
CCC1(CC)C(=O)NN(c2ccccc2)C1=O,-0.6,i,i,i,9.8,i,i,i,i,i,i
CCOC(=O)N1CCC(NC(=O)c2cc(S(=O)(=O)N3CCc4ccccc43)cn2C)CC1,0.3,i,i,i,3.5,i,i,i,i,i,i
CC12CC(NC(=O)N1c1cccc(C(=O)N3CCN(c4ccccn4)CC3)c1)c1ccccc1O2 (configuration not stated),-1.4,i,i,i,7.8,i,i,i,i,i,i
CCCCN(CC)CCNC(=O)c1cn(CCOC)c(=O)c2c1c1ccccc1n2C,1.3,i,i,i,7.9,i,i,i,i,i,i
O=C(O)Cn1cnc2c(oc3ccccc32)c1=O,0.4,i,i,i,2.7,i,i,i,i,i,i
Cc1ccc(SCCC(=O)N2CCOCC2)cc1,1.6,i,i,i,18.4,i,i,i,i,i,i
Cc1ccc(S(=O)(=O)N(CC(=O)N2CCc3ccccc3C2)c2cccc(Cl)c2)cc1,-0.1,i,i,i,-11.7,i,i,i,i,i,i
CN(c1ccc(C(=O)Nc2ccc(S(=O)(=O)N3CCCC3)cc2)cc1)S(C)(=O)=O,0.1,i,i,i,4.8,i,i,i,i,i,i
CC(=O)CCc1oc2ccc([N+](=O)[O-])cc2c1-c1ccc(C)o1,-0.3,i,i,i,5.7,i,i,i,i,i,i
CCn1c(SC)nnc1-c1nn(-c2ccccc2)ccc1=O,0.2,i,i,i,16.9,i,i,i,i,i,i
Cc1ccccc1NS(=O)(=O)c1cccc2nonc12,-0.4,i,i,i,16.8,i,i,i,i,i,i
CCCOc1ccc2c(CC)cc(=O)oc2c1C,-1.7,i,i,i,10.4,i,i,i,i,i,i
CC1CCCN(C(=O)Cn2nnc(-c3ccc([N+](=O)[O-])cc3)n2)C1 (configuration not stated),0.4,i,i,i,48.2,i,i,i,i,i,i
Cc1ccc(NC(=O)C2CCN(S(=O)(=O)c3cccc4nonc34)CC2)nc1,-0.3,i,i,i,-7.6,i,i,i,i,i,i
O=C1c2ccccc2C(Nc2ccc(Cl)cn2)N1c1ccccn1 (configuration not stated),-0.1,i,i,i,22.4,i,i,i,i,i,i
CC1=Nc2ccccc2N=C(NC(=O)CSc2nnnn2-c2ccccc2)C1c1ccccc1 (configuration not stated),-0.4,i,i,i,16.2,i,i,i,i,i,i
N/C(=N\OC(=O)c1cccs1)c1ccc(Cl)cc1,12.1*,-5.81*,i,i,3.2,i,i,i,i,i,i
O=C(COc1ccc2c3c(c(=O)oc2c1)CCC3)NC1CCCCC1,-0.1,i,i,i,15.1,i,i,i,i,i,i
O=C(Cc1ccccc1)NC1CCN(S(=O)(=O)c2cccc(F)c2)CC1,3.2,i,i,i,3.9,i,i,i,i,i,i
COc1ccc(S(=O)(=O)NC(C)CCc2ccccc2)cc1 (configuration not stated),0.0,i,i,i,10.3,i,i,i,i,i,i
Cc1ccc(C)c(NC(=S)NC(NC(=O)Cc2cccc3ccccc23)C(Cl)(Cl)Cl)c1 (configuration not stated),-3.1,-9.09*,i,i,11.9,i,i,i,i,i,i
CN(C)c1ccnc(-n2cccc2/C=N/OCc2ccc(F)cc2Cl)c1C#N,-0.5,i,i,i,-1.0,i,i,i,i,i,i
Cc1cccc(/N=C/c2c(O)ccc3oc4c(c23)CCCC4)n1,-0.5,i,i,i,37.1,i,i,i,i,i,i
O=C(Cc1ccc(Cl)cc1)NC1CCCN(Cc2ccccc2F)C1 (configuration not stated),-0.1,i,i,i,24.0,i,i,i,i,i,i
CC1CCCCC12NC(=O)N(CC(=O)NC(=O)Nc1ccc3c(c1)OCCO3)C2=O (configuration not stated),2.6,i,i,i,20.8,i,i,i,i,i,i
CCOc1ccc(S(=O)(=O)NCc2csc(C)n2)cc1,0.3,i,i,i,35.1,i,i,i,i,i,i
CCS(=O)(=O)NCC(c1cccnc1)N1CCN(c2ccccc2)CC1 (configuration not stated),-0.1,i,i,i,10.0,i,i,i,i,i,i
COC(=O)C1=C(N)Oc2cc(C)n(CC3CCCO3)c(=O)c2C1c1ccccc1OC (configuration not stated),0.0,i,i,i,21.8,i,i,i,i,i,i

# Compound activity as filed in PubChem BioAssay.

# A portion of the library; the hit share may differ from the screen's.
